# Screens deposited in PubChem by several laboratories.
# TcdB GH inh: TcdB glycohydrolase inhibitors, primary screen, biochemical, single point, plate reader | TcdB glycohydrolase enzymatic assay | inhibition, % at 9.99 µM | 350,000 compounds, 0.24% hits | AID 652162, 2013; in the data active = inhibition above about 10%
# Target sequence (P18177 whole entry, looked up): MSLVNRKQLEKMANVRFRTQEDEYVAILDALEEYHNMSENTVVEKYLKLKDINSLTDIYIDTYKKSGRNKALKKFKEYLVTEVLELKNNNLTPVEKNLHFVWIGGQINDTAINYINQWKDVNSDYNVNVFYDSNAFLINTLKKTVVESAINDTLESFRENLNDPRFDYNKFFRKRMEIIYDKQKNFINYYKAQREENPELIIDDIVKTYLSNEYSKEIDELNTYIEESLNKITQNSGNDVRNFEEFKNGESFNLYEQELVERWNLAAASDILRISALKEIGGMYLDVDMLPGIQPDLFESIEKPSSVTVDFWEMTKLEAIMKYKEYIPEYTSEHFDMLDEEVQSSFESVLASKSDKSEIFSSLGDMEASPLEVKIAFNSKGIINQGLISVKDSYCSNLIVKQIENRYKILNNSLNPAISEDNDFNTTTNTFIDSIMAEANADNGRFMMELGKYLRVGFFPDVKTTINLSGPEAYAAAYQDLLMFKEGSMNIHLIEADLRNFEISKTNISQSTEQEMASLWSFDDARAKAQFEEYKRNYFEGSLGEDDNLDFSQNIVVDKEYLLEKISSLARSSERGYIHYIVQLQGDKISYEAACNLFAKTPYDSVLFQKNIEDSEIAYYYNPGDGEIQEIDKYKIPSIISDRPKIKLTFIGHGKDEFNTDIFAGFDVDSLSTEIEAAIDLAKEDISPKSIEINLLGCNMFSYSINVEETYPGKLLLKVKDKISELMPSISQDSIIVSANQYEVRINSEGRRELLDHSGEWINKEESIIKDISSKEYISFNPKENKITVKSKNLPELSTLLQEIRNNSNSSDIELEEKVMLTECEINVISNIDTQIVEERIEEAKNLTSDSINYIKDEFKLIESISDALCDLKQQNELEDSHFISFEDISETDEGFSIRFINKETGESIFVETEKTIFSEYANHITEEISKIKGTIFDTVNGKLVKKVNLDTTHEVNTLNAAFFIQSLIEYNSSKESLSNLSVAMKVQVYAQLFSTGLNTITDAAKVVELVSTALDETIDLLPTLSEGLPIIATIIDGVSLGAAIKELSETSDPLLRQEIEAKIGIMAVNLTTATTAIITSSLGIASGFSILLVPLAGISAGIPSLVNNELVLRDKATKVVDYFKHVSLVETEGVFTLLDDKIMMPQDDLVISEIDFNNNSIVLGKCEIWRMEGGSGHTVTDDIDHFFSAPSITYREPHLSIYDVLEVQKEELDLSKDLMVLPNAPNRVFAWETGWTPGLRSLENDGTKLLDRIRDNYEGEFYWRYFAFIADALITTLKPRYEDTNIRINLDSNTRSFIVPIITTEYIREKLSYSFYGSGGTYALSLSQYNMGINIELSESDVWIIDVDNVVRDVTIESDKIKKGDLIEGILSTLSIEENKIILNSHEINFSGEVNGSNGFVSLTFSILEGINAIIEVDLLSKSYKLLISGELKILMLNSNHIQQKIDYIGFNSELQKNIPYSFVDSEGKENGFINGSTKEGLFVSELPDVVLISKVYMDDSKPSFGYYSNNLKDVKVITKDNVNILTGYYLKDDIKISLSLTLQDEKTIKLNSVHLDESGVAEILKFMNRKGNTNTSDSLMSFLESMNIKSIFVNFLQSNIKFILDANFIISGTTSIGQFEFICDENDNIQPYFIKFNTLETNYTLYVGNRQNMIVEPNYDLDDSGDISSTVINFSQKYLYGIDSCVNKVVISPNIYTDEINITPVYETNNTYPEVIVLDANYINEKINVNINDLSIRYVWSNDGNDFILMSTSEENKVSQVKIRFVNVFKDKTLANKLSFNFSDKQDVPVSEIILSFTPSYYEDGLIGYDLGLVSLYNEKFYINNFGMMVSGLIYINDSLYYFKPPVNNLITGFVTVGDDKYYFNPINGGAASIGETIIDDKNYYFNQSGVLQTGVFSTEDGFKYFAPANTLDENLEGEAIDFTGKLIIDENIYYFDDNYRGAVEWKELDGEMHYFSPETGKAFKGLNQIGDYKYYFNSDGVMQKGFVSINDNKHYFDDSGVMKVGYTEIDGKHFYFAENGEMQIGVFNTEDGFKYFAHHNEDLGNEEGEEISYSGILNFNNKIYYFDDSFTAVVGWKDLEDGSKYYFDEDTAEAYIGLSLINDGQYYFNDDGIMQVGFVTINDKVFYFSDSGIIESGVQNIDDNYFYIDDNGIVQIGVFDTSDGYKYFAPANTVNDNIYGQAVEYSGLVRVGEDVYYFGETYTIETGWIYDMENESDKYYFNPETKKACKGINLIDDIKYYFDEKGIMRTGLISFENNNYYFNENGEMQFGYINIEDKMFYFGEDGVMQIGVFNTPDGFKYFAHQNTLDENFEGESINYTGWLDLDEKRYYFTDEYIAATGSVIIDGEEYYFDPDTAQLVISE
# BoNT-A LC inh2: BoNT/A light chain protease inhibitors, primary screen, biochemical, flow cytometry, MLPCN library. inhibition, % at 10 µM. Botulinum neurotoxin type A light chain protease (Clostridium botulinum A str. ATCC 3502). 360,000 compounds, 0.17% hits. multiplex microsphere protease substrate cleavage. AID 588499, 2011; also: plate controls were buffer without enzyme for full effect and enzyme alone for no effect
# Y pestis TopoI: Yersinia pestis topoisomerase I inhibitors, primary screen, biochemical, cleavage product accumulation, plate reader, single point; DNA topoisomerase I (Yersinia pestis CO92); Y. pestis Topo-I cleavage product accumulation; activity, % at 10 µM; 360,000 compounds, 0.064% hits; AID 504884, 2011; in the data active = activity above about 50%, passing the limit was not always enough; also: inactives centre near 2
# Anthrax LF prot: Bacillus anthracis LF protease inhibitors, primary screen, biochemical, multiplex microsphere, MLPCN library; 360,000 compounds, 0.12% hits; multiplex microsphere protease cleavage assay; inhibition, % at 10 µM; AID 588501, 2011; Lethal factor (Bacillus anthracis), P15917; also: plate controls were buffer without enzyme for full effect and enzyme alone for no effect
# PfHsp40 rescue: rescue of yeast from PfHsp40 toxicity, primary screen, S. cerevisiae, ATP luminescence. 340,000 compounds, 0.68% hits. growth rescue, % at 12.5 µM. S. cerevisiae expressing PfHsp40, growth rescue; in the data active = growth rescue above about 28%, passing the limit was not always enough;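 also: yeast W303a lacking pdr1 and pdr3 grown in galactose medium; growth measured after three days at 30 °C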
# BH1578 lux ind: inducers of Vibrio cholerae quorum light production without autoinducers, primary screen, BH1578 luxS cqsA deficient, single point | 350,000 compounds, 0.16% hits | activation, % at 18.7 µM | V. cholerae BH1578 lux reporter, luminescence, 6 h; in the data active = activation mostly above about 9.7%, no sharp cut-off; also: not every result past the cut was called active; inactives centre near 0; reference of the scale not given here
# PrPC TRFRET: inhibitors of human cell surface prion protein PrPC, primary screen, cell-based, TR-FRET; Major prion protein (Homo sapiens), P04156; TR-FRET read-out; inhibition, % at 13.8 µM; 370,000 compounds, 0.43% hits; in the data active = inhibition above about 24%; also: 0% = median of the test wells and 100% = reference compound wells
# PriA SSB inh: inhibitors of Klebsiella pneumoniae PriA binding to SSB C-terminal tail, primary screen, biochemical, AlphaScreen; inhibition, % at 33 µM; AlphaScreen SSBct-PriA binding, biotinylated peptide; PriA–SSB C-terminal tail interaction (Klebsiella pneumoniae); 430,000 compounds, 0.6% hits; in the data active = inhibition mostly above about 37%, no sharp cut-off; inactive = mostly below about 20%;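 also: plate controls were negative control peptide for no effect and reference peptide for full effect; strong numbers were not always called active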
# 3CLpro inhibitor: SARS-CoV 3CLpro protease inhibitors, primary screen, biochemical, quenched FRET; Replicase polyprotein 1ab (Severe acute respiratory syndrome coronavirus), P0C6X7; recombinant SARS-CoV 3CLpro, quenched FRET peptide cleavage; inhibition, % at 6 µM; 290,000 compounds, 0.14% hits; AID 1706, 2009; in the data active = inhibition above about 12%
# Active calls of the source: *; i = inactive; . = no result given; & = joins results of further samples. Rule as the data show it, unless noted: active = inhibition above about 30%; inconclusive = no clear call, values can overlap the other calls; inactive = below that.
no.	Compound	TcdB GH inh	BoNT-A LC inh2	Y pestis TopoI	Anthrax LF prot	PfHsp40 rescue	BH1578 lux ind	PrPC TRFRET	PriA SSB inh	3CLpro inhibitor
1	CC(=O)N(CN1C(=O)c2ccccc2C1=O)c1ccc2c(c1)oc1ccccc12	.	-1.2	8	-1	-1.0	-0.2	-4	-6	1
2	Cc1ccc(NC(=O)CNC(C)c2ccccc2)cc1 (stereo not given)	0.9	1.0	4	-5	0.2	-7.7	-2	-4	3
3	O=C(Nc1ccccc1F)c1cccc(C(=O)Nc2ccccc2F)c1	0.3	-12	1	-11	2.5	i	9	-14	-2
4	CCN(Cc1ccccc1)c1ccc(/C=N/NC(=O)c2cccc(S(=O)(=O)N3CCOCC3)c2)cc1	.	-0.5	14	-6	-0.5	-0.4	9	.	-1
5	NC(=O)C1C2C=CC(C2)C1c1ccccc1 (stereo not given)	-1.1	0.0	6	-6	1.2	-0.8	3	-10	.
6	Cc1cc(C)n2nc(SCc3ccc(C#N)cc3)nc2n1	0.9	-3.5	-3	-7	0.0	-6.7	6	-7	-1
7	CC(C)(C)NC(=S)N1Cc2ccccc2-n2nncc2C1	-10	0.2	3	-1	.	-0.4	9	.	.
8	CCNC(=S)NNC(=O)CSc1nc2ccccc2[nH]1	3.4	-1.0	5	-4	-0.6	-0.3	-2	-6	-1
9	CCCN1CN(CCc2ccccc2)CNC1=S	.	3.0	3	0	-0.7	-0.3	-2	13	3
10	Cc1onc(-c2ccccc2Cl)c1C(=O)N1CCN(C/C=C/c2ccccc2)CC1	.	0.9	2	4	-0.5	i	-3	7	3
11	Cc1cccc(C(=O)NCC(=O)NC2CCC(C)CC2)c1 (stereo not given)	1.9	.	-9	.	-0.5	-0.3	6	-11	.
12	Cc1c(NS(=O)(=O)c2cccc(C(=O)Nc3ccc(SC(F)F)cc3)c2)c(=O)n(-c2ccccc2)n1C	-1.2	0.3	18	-3	-1.1	-0.6	15	10	.
13	CN1C(=O)c2cccc3c(S(=O)(=O)N4CCCC4C(=O)O)ccc1c23 (stereo not given)	1.0	-1.0	3	-6	-0.3	0.1	-7	3&9	-5
14	COc1cc(/C=N/Nc2cccc(C)c2)ccc1OC(=O)c1cccs1	.	-0.2	-29	-2	1.2	-0.3	6	.	7
15	O=C1CCCC/C1=C/Nc1ccc2c(c1)OCO2	.	1.1	3	0	1.1	5.6	1	-1	5
16	O=C(COc1ccccc1)Nc1nc(-c2cccs2)cs1	.	0.3	3	-3	16	-2.2	-8	-32	9
17	O=c1cc(NS(=O)(=O)c2ccccc2)nc(SCc2ccccc2Cl)[nH]1	.	-0.2	-2	0	3.8	0.0	-6	-10	-2
18	O=C(O)c1cccc(-n2c(/C=C/c3ccc([N+](=O)[O-])cc3)nc3ccccc3c2=O)c1	1.8	-0.7	11	10	2.2	3.8	-21	2	3
19	COc1ccc(C2=NN(C(=O)CSc3nnnn3C)C(c3ccco3)C2)cc1 (stereo not given)	1.6	-2.0	4	-5	-1.0	i	-5	-9	.
20	COc1ccc(C(CNC(=O)CCc2ccsc2)N(C)C)cc1 (stereo not given)	0.6	2.0	8	1	-0.2	-0.5	-4	-3	-3
21	COc1ccc(S(=O)(=O)N2CCN(C(=O)CNC(=O)c3ccc4c(c3)OCO4)CC2)cc1	1.1	.	-8	.	0.1	-0.1	0	10	.
22	CCSC1=N/C(=C\c2ccc3c(c2)OCO3)C(=O)S1	.	2.6	0	1	6.9	-0.2	-4	-8	2
23	CSc1cccc(NC(=O)c2cc(S(=O)(=O)N3CCCC3)cn2C)c1	-12	0.5	24	-8	0.3	-0.2	4	-5	-3
24	COc1cc(/C=C2\N=C(C)OC2=O)cc(OC)c1OC	-2.5	-3.6	2	-5	-0.1	i	6	-1	-6

# An excerpt from above, showing only 3CLpro inhibitor and PfHsp40 rescue.
No.	Molecule	3CLpro inhibitor	PfHsp40 rescue
4	CCN(Cc1ccccc1)c1ccc(/C=N/NC(=O)c2cccc(S(=O)(=O)N3CCOCC3)c2)cc1	-1	-0.5
5	NC(=O)C1C2C=CC(C2)C1c1ccccc1 (stereo not given)	.	1.2

# (next part)
no.	Compound	TcdB GH inh	BoNT-A LC inh2	Y pestis TopoI	Anthrax LF prot	PfHsp40 rescue	BH1578 lux ind	PrPC TRFRET	PriA SSB inh	3CLpro inhibitor
25	Cc1ccccc1C(=O)Nc1cccc(C(=O)Nc2ccccc2C(=O)O)c1	-0.9	-2.9	3	-1	2.1	-0.3	-3	-10	5
26	O=c1c2cccc(Cl)c2nc2n1Cc1ccccc1-2	1.8	.	-2	.	-0.2	i	6	0	-2
27	COc1ccc(C2c3[nH]c4ccccc4c3CCN2CCCn2cccn2)c(C)c1C (stereo not given)	0.2	-0.3	7	-2	1.1	-0.3	-12	1	1
28	O=C(c1ccc2c(=O)n(CC3CCCO3)c(=S)[nH]c2c1)N1CCN(c2ccccc2)CC1 (stereo not given)	.	.	-5	.	0.8	i	-2	4	1
29	COc1ccc2nc(C)cc(SCC(=O)Nc3c(C)cccc3C)c2c1	0.3	-0.2	5	-1	1.6	-0.2	10	-1	-2
30	COc1cccc(CNCCc2ccccc2)c1OC	-0.3	0.3	12	-4	-1.9	i	-5	-3	-2
31	CC(=O)n1c(C=Nc2ccccc2)c(O)c2ccccc21	0.4	10	3	8	-0.7	-0.3	6	-50	-4
32	CC1CCN(C(=O)CSc2nnc(-c3ccccc3F)o2)CC1	1.8	2.0	-5	4	0.0	i	4	-5&-19	6
33	CCC(CO)Oc1cc(NCc2cccc(C)c2)c2ncn(C(C)C)c2c1 (stereo not given)	-4.0	0.9	-2	1	1.2	-5.0	-11	0	.
34	COc1cccc(OCC(=O)NNC(=O)C(=O)Nc2ccc(OC)cc2OC)c1	5.2	0.3	-8	0	1.8	-3.4	1	0	1
35	CCOC(=O)Cn1cnc2sc(C(=O)OC)c(C)c2c1=O	-0.3	0.7	0	-2	-1.3	-0.2	2	-10	1
36	CC(C)c1ccc2c(c1)c(SC(C)(C)C)c(CC(C)(C)C(=O)O)n2Cc1ccc(Cl)cc1	1.2	-0.1	-2	-4	1.6	0.2	7	13	0

# Entries above that contain fluorine, in the order listed:
no.	Compound	TcdB GH inh	BoNT-A LC inh2	Y pestis TopoI	Anthrax LF prot	PfHsp40 rescue	BH1578 lux ind	PrPC TRFRET	PriA SSB inh	3CLpro inhibitor
3	O=C(Nc1ccccc1F)c1cccc(C(=O)Nc2ccccc2F)c1	0.3	-12	1	-11	2.5	i	9	-14	-2
12	Cc1c(NS(=O)(=O)c2cccc(C(=O)Nc3ccc(SC(F)F)cc3)c2)c(=O)n(-c2ccccc2)n1C	-1.2	0.3	18	-3	-1.1	-0.6	15	10	.
32	CC1CCN(C(=O)CSc2nnc(-c3ccccc3F)o2)CC1	1.8	2.0	-5	4	0.0	i	4	-5&-19	6

# Other structures follow.
no.	Compound	TcdB GH inh	BoNT-A LC inh2	Y pestis TopoI	Anthrax LF prot	PfHsp40 rescue	BH1578 lux ind	PrPC TRFRET	PriA SSB inh	3CLpro inhibitor
37	COc1ccc(C(=O)Nc2cccc3c2CCCC3)cc1	-0.2	0.8	7	-5	0.5	i	17	-12	-5
38	CN(CC(=O)OCC(=O)NCc1ccccc1)S(=O)(=O)c1ccc(Cl)cc1	.	-1.0	5	2	0.7	i	3	-6	5
39	CCN(CC)C(=O)CC1(c2ccccc2OC)CCOC(C(C)C)C1 (stereo not given)	.	0.5	3	3	-1.1	i	0	-10	-7
40	C/C(=C/C=C/[C@@H](C)C(=O)O)[C@H]1CN[C@H](C(=O)O)[C@H]1CC(=O)O	-3.0	0.6	-5	-6	0.3	0.4	3	-11	1
41	NC(=O)c1ccc(NC(=O)CCc2nc3sc4c(c3c(=O)[nH]2)CCCC4)cc1	2.9	-1.7	-3	-4	0.8	i	0	2	.
42	CCOC(=O)N1CCN(S(=O)(=O)c2c(C(=O)N3CCCCC3)c(C)n(C)c2C)CC1	-1.7	-1.5	0	0	-0.2	-0.6	-1	0	1
43	CC(=O)c1ccc(S(=O)(=O)N2CCN(C(=O)CSC(=S)N3CCCC3)CC2)cc1	1.1	-3.8	20	-4	-2.5	-1.1	-12	-7	.
44	COCCn1c(SCC(=O)Nc2nnc(C)s2)nnc1-c1ccoc1C	-0.6	-1.2	2	7	0.6	-0.3	6	7	-2
45	COc1cccc(NC(=O)CSc2nc(C)cs2)c1	.	-0.6	5	-2	0.0	i	5	-4	-3
46	CC(C)(C)c1cc(C(=O)NNC(=O)c2ccc(Cl)cc2)no1	-0.2	-0.9	0	14	-0.4	i	-1	6	-1
47	COc1ccc2c(c1)OC[C@H]1[C@@H]2N2C(=O)[C@@H](C)NC(=O)[C@@]2(C)[C@H]1c1ccccc1	1.1	-0.5	4	-4	-0.4	i	-4	-5	.
48	O=C(COC(=O)CC1CCCCC1)Nc1c(Cl)cccc1Cl	0.8	-1.3	10	-5	3.9	i	-5	-16	.

# One compound at a time, from the list above:
# O=C1CCCC/C1=C/Nc1ccc2c(c1)OCO2 in the list: TcdB GH inh: .; BoNT-A LC inh2: 1.1; Y pestis TopoI: 3; Anthrax LF prot: 0; PfHsp40 rescue: 1.1; BH1578 lux ind: 5.6; PrPC TRFRET: 1; PriA SSB inh: -1; 3CLpro inhibitor: 5
# O=C(c1ccc2c(=O)n(CC3CCCO3)c(=S)[nH]c2c1)N1CCN(c2ccccc2)CC1 (stereo not given) in the list: TcdB GH inh: .; BoNT-A LC inh2: .; Y pestis TopoI: -5; Anthrax LF prot: .; PfHsp40 rescue: 0.8; BH1578 lux ind: i; PrPC TRFRET: -2; PriA SSB inh: 4; 3CLpro inhibitor: 1

# More results follow:
no.	Compound	TcdB GH inh	BoNT-A LC inh2	Y pestis TopoI	Anthrax LF prot	PfHsp40 rescue	BH1578 lux ind	PrPC TRFRET	PriA SSB inh	3CLpro inhibitor
49	O=C(c1ccco1)N1CCN(c2cc(=O)n(C3CCCCC3)c(=O)[nH]2)CC1	.	-0.8	4	-5	0.1	i	-5	-4	9
50	Cc1csc(Nc2nc(N)c(C(=O)Nc3ccccc3)o2)n1	-2.1	0.4	-17	-9	-0.9	i	5	9	2
51	CC(=O)Nc1ccc(OS(=O)(=O)c2ccccc2C)cc1	-1.1	-0.4	8	4	0.4	-0.1	-1	-10	-1
52	Cc1ccccc1NC(=S)NCCc1ccccn1	.	0.2	11	-4	0.5	-0.3	0	-16	-3
53	Cc1ccc(COc2ccc(S(=O)(=O)N3CCCC3)cc2C(N)=O)cc1	1.4	-0.4	23	5	0.4	-0.2	2	0	-7
54	Cc1cc(C)n(C(=O)COc2c(C)cccc2C)n1	.	1.6	7	2	-1.1	i	5	-7	-1
55	O=C(Nc1nc(-c2ccccn2)cs1)c1cc(Cl)ccc1[N+](=O)[O-]	0.6	0.0	-9	0	-0.1	-0.2	16	64*	2
56	CC1CCN(S(=O)(=O)N2CCC(C(=O)NC(C)c3ccccc3)CC2)CC1 (stereo not given)	0.1	0.0	4	2	.	-0.6	-7	.	.
57	CC(NCC(=O)Nc1cc(S(=O)(=O)N2CCCCCC2)ccc1Cl)c1ccccc1 (stereo not given)	0.7	-0.3	2	-7	1.2	i	7	-22	3
58	O=C(Nc1ccccc1)Nc1ccc(Br)cc1F	1.2	-0.1	0	-3	2.0	-1.4	17	-7	-1
59	CCOc1c(Br)cc(C(=O)NCCCn2ccnc2)cc1OC	-0.2	-4.1	1	-6	0.3	i	-5	-3	-3
60	Cn1c(=O)c2c(nc(CN3CCN(c4ccccc4F)CC3)n2CCN2CCOCC2)n(C)c1=O	1.3	0.2	8	-3	-2.4	i	1	-13	0
61	COc1ccc(NC(=O)C2CCCN(S(C)(=O)=O)C2)cc1 (stereo not given)	-1.0	-0.6	-3	-2	-0.3	0.8	3	-15&-1	2

# This is a subset (hit frequency here may not be typical).
